# Source: PubChem
# HT1080 viability: HT1080 cell viability loss – fluorescence readout (AID 620); cytotoxicity, % at 10 µM; hits with a dose series show EC50 in µM; actives 0.42% (n = 87,000); HT1080 viability, fluorescence; higher % means a stronger effect;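 further: cells exposed to compound overnight then 4 h with Alamar Blue; 0% = vehicle DMSO and 100% = killing control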
# Bfl-1 displacement: displacement of Bid BH3 peptide from Bfl-1 – biochemical, fluorescence polarization, FITC-Bid, mouse, primary screen (AID 432). FITC-Bid BH3 peptide fluorescence polarization displacement; higher % means a stronger effect. displacement, % at 20 µM; hits with a dose series show IC50 in µM. actives 0.02% (n = 64,000); in the data active means a potency from the dose series; inactive means the rest, 99 in 100 with displacement below about 15%; further: strong numbers were not always called active
# DPM-DC inhibit: blocks S. pneumoniae diphosphomevalonate decarboxylase; AID 556; calls only at 10 µM; purified DPM-DC, PK/LDH coupled NADH fluorescence; actives 0.49% (n = 65,000);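 active means the 320 compounds with the highest percent inhibition in the single-dose primary screen, excluding strongly autofluorescent ones, cut at about 32% in these data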;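 further: kinetic rate of NADH fluorescence loss reporting ADP formed by the decarboxylase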
# Spn PMK inh: S. pneumoniae PMK inhibition; purified PMK, PK/LDH-coupled NADH absorbance 340 nm; inhibition, % at 10 µM; actives 0.49% (n = 65,000); AID 539;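 active means top-ranked compounds by inhibition in the single 10 µM screen, taking a fixed number of the strongest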;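 further: 0% = full reaction with DMSO carrier and 100% = background rate without enzyme reaction; no value below 0 was filed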
# KRASV12 cytotoxicity: viability loss of HPDE-C7K cells – cell-based, fluorescence, HTS, primary screen (AID 431); HPDE-C7K KRASV12 cells, Alamar Blue viability, 48 h; higher % means a stronger effect; cytotoxicity, % at 10 µM, or EC50 in µM where a hit was titrated; actives 1.7% (n = 63,000);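 active means compounds whose percent cytotoxicity in the single-dose primary screen, scaled between solvent and toxic-drug controls, exceeds 50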;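 further: 0% = DMSO solvent wells and 100% = doxorubicin-treated wells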
# MK inhibit: inhibitors of Streptococcus pneumoniae mevalonate kinase. purified MK, PK/LDH-coupled NADH absorbance 340 nm. inhibition, % at 10 µM. actives 0.48% (n = 65,000). AID 555;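 active means ranked among the strongest by inhibition in the single 10 µM screen, a fixed top-ranked set picked for dose follow-up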; further: no value below 0 was filed
# LYP phosphatase: LYP phosphatase inhibitors, primary screen, biochemical, DiFMUP fluorescence, recombinant catalytic domain, 10 µM (AID 606) | recombinant LYP catalytic domain, DiFMUP fluorescence; higher % means a stronger effect | 52,000 tested, under 10 active | inhibition, % at 10 µM, or IC50 in µM where a hit was titrated;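 active means IC50 under 40 µM in the dose-response test; inactive means IC50 of 40 µM or more, or never dose-tested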
# HPDE-C7 cytotoxicity: cytotoxicity in HPDE-C7 cells, cell-based, fluorescence, HTS (AID 430). HPDE-C7 pancreatic duct cells viability, fluorescence; higher % means a stronger effect. one-dose cytotoxicity, % at 10 µM; EC50 in µM for titrated hits. actives 1.8% (n = 63,000);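 further: cells exposed to compound for 48 hours before viability readout; 0% = vehicle and 100% = reference cytotoxic drug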
# TNAP inhibition: human TNAP enzyme inhibitors, biochemical, luminescent (AID 518) | purified TNAP enzyme, luminescent substrate readout; higher % means a stronger effect | inhibition, % at 20 µM, or IC50 in µM where a hit was titrated | actives 0.09% (n = 64,000); in the data active means a potency from the dose series; inactive means the rest, 99 in 100 with inhibition below about 22%;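 further: plate controls were vehicle for no effect and reference inhibitor for full effect; many of its hits are not listed in these tables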
# Spn PMK inh pilot replicates: recorded beside Spn PMK inh, whose call it bears; inhibition, %; measured here: pilot screen replicates
# MK inhibit pilot replicates: also measured in MK inhibit; calls as there; inhibition, %; measured here: pilot screen replicates
# DPM-DC inhibit pilot screen %: also measured in DPM-DC inhibit; calls as there; inhibition, %; measured here: pilot screen trials
# * = called active by the depositor; i = inactive; . = not tested or not shown. Unless noted, no stated cut-off is given here; in the data, active means cytotoxicity above about 50%; inactive means the rest.
SMILES,HT1080 viability,Bfl-1 displacement,DPM-DC inhibit,Spn PMK inh,KRASV12 cytotoxicity,MK inhibit,LYP phosphatase,HPDE-C7 cytotoxicity,TNAP inhibition,others
COc1nnc(-c2ccc(C(=O)N3C[C@@H]4C[C@H](C3)c3cccc(=O)n3C4)cc2)c2ccccc12,-1%,0%,i,1,2%,5,-6%,-3%,11%,
CCOC(=O)c1c2n(c3c(NCc4ccccc4)ncnc13)CCCC2,6%,5%,i,5,24%,2,14%,9%,-6%,
O=S(=O)(NCc1ccc2c(c1)OCO2)c1cccc2nsnc12,.,0%,i,1,-27%,10,.,-14%,7%,
CCOC(=O)C1=C(C)Nc2ncnn2C1c1ccc(N(C)C)cc1 (stereo not drawn),30%,2%,i,0,10%,11,5%,-3%,11%,
Cc1ccc(CN2C(=O)CCC2C(=O)NCCCN2CCCC(C)C2)cc1 (stereo not drawn),1%,-9%,i,7,-12%,0,.,4%,8%,Spn PMK inh pilot replicates=4.0;MK inhibit pilot replicates=4.5;DPM-DC inhibit pilot screen %=1.5
N#CCCN1CCN(S(=O)(=O)c2ccc(S(=O)(=O)NC3CC3)cc2)CC1,-5%,-7%,i,0,-15%,3,0%,-32%,-4%,
COC(=O)c1ccc(NC(=O)C2CCCN(S(=O)(=O)c3cnc[nH]3)C2)cc1 (stereo not drawn),-2%,-2%,i,3,6%,0,-5%,-2%,7%,
O=C(CCn1c(=S)[nH]c2ccccc2c1=O)N1CCN(c2ccccn2)CC1,13%,-4%,i,9,-4%,1,2%,-8%,14%,
COc1cccc(OC)c1C(=O)N1CCN=C1SCc1cccnc1,-2%,-4%,i,21,-3%,4,6%,-8%,-6%,
O=C(CN1CCN(c2ccc(Cl)cc2)CC1)Nc1ccc(F)c(F)c1,2%,3%,i,8,-5%,3,6%,-3%,7%,
COc1ccc(CCNC(=O)c2c(O)c3cccc4c3n(c2=O)CC4)cc1,-5%,-12%,i,5,10%,3,.,0%,9%,
O=C(COc1ccccc1)NCC(=O)NC1=NCCS1,2%,-5%,i,1,13%,0,8%,6%,11%,
CCOc1ccccc1N1CCN(CC(=O)Nc2nnc(CC)s2)CC1,2%,2%,i,11,-10%,8,3%,-1%,8%,
O=C(NCc1ccc2c(c1)OCO2)C1CCCN(S(=O)(=O)c2cccc3nonc23)C1 (stereo not drawn),.,-7%,i,11,-4%,0,7%,2%,2%,
Cc1cc(C)n(-c2nnc(C)n2/N=C/c2cc(Br)ccc2OCc2ccccc2)n1,6%,3%,i,0,65%*,3,3%,58%*,0%,

# Compounds shown so far that contain an aryl methoxy group, in the order listed:
SMILES,HT1080 viability,Bfl-1 displacement,DPM-DC inhibit,Spn PMK inh,KRASV12 cytotoxicity,MK inhibit,LYP phosphatase,HPDE-C7 cytotoxicity,TNAP inhibition,others
COc1nnc(-c2ccc(C(=O)N3C[C@@H]4C[C@H](C3)c3cccc(=O)n3C4)cc2)c2ccccc12,-1%,0%,i,1,2%,5,-6%,-3%,11%,
COc1cccc(OC)c1C(=O)N1CCN=C1SCc1cccnc1,-2%,-4%,i,21,-3%,4,6%,-8%,-6%,
COc1ccc(CCNC(=O)c2c(O)c3cccc4c3n(c2=O)CC4)cc1,-5%,-12%,i,5,10%,3,.,0%,9%,

# The list continues.
SMILES,HT1080 viability,Bfl-1 displacement,DPM-DC inhibit,Spn PMK inh,KRASV12 cytotoxicity,MK inhibit,LYP phosphatase,HPDE-C7 cytotoxicity,TNAP inhibition,others
O=C(Nc1cnc2sc3c(n2c1=O)CCCC3)c1ccc(F)cc1,2%,2%,i,10,17%,0,7%,-3%,12%,
O=C(CSc1nnc(CNc2ccccc2)o1)N1CCN(C(=O)c2ccco2)CC1,2%,-8%,i,16,5%,4,12%,2%,4%,
COc1ccc(S(=O)(=O)N(Cc2nc3ccccc3c(=O)[nH]2)C2CCCC2)cc1,6%,0%,i,23,-1%,0,.,-5%,5%,
COC(=O)C1=C(C)NC(=O)CC1c1cc(Br)ccc1F (stereo not drawn),10%,-1%,i,0,7%,11,20%,6%,12%,
CCCCN1C(=O)C(NC(C)=O)c2ccccc21 (stereo not drawn),.,1%,i,11,.,10,16%,.,-1%,
COc1cccc(OC)c1C(=O)Nc1c(C)n(C)n(-c2ccccc2)c1=O,2%,-1%,i,10,3%,6,-8%,3%,2%,
Cc1ccc(NC(=O)c2cccs2)cc1NC(=O)c1ccco1,17%,-10%,i,11,3%,8,.,-3%,11%,
CC1CCN(CCCNC(=O)C2CC(=O)N(C3CCCCCC3)C2)CC1 (stereo not drawn),4%,-4%,i,18,3%,2,1%,-2%,0%,
CS(=O)(=O)N1CCC(C(=O)NCc2ccncc2)CC1,1%,-4%,i,8,-8%,7,13%,-12%,7%,
CC(C)Nc1c(N)c(=O)oc2ccccc12,2%,-5%,i,5,-13%,12,1%,-27%,8%,
COc1cc(OC)c(N2CC34C=CC(O3)C(C(=O)O)C4C2=O)cc1Cl (stereo not drawn),5%,-8%,i,0,6%,8,.,10%,4%,
Cc1ccc2c(CC(=O)NCc3ccc4c(c3)OCO4)coc2c1,-3%,0%,i,19,8%,0,7%,2%,6%,
Fc1ccccc1CSc1nnc(-c2cccs2)o1,-2%,2%,i,6,-3%,11,-1%,-7%,16%,
O=C(O)CCC(=O)NC1CCCCC1NC(=O)CCC(=O)O (stereo not drawn),-6%,0%,i,0,-18%,8,15%,-9%,8%,Spn PMK inh pilot replicates=0.0;MK inhibit pilot replicates=0.0;DPM-DC inhibit pilot screen %=0.0
O=C(CCS(=O)(=O)c1cccc2nonc12)N1CCOCC1,-5%,-11%,i,0,5%,11,.,2%,12%,

# Grouped by structure: the compounds so far with two or more sulfur atoms (3)
SMILES,HT1080 viability,Bfl-1 displacement,DPM-DC inhibit,Spn PMK inh,KRASV12 cytotoxicity,MK inhibit,LYP phosphatase,HPDE-C7 cytotoxicity,TNAP inhibition,others
O=S(=O)(NCc1ccc2c(c1)OCO2)c1cccc2nsnc12,.,0%,i,1,-27%,10,.,-14%,7%,
N#CCCN1CCN(S(=O)(=O)c2ccc(S(=O)(=O)NC3CC3)cc2)CC1,-5%,-7%,i,0,-15%,3,0%,-32%,-4%,
Fc1ccccc1CSc1nnc(-c2cccs2)o1,-2%,2%,i,6,-3%,11,-1%,-7%,16%,

# Next results:
SMILES,HT1080 viability,Bfl-1 displacement,DPM-DC inhibit,Spn PMK inh,KRASV12 cytotoxicity,MK inhibit,LYP phosphatase,HPDE-C7 cytotoxicity,TNAP inhibition,others
CC(=O)C1=C(O)C(=O)N(Cc2cccnc2)C1c1ccc(Cl)cc1Cl (stereo not drawn),4%,0%,i,10,-16%,13,-9%,-17%,6%,
CSC1=NCCN1C(=O)c1cccs1,3%,4%,i,0,-2%,9,9%,2%,9%,
CCOc1ccc(OCC)c(NC(=O)CCn2cccc2)c1,0%,-6%,i,12,9%,2,8%,7%,3%,
Cc1ccc(C(=O)NC2CCCc3ccccc32)o1 (stereo not drawn),6%,-7%,i,5,1%,4,-4%,5%,2%,
Cc1cc2cc(CN(Cc3ccco3)C(=O)NCc3ccccc3)c(=O)[nH]c2cc1C,16%,-7%,i,15,34%,0,2%,21%,5%,
CCCCN(CC)S(=O)(=O)c1ccc2c(c1)CCCN2C(C)=O,-2%,6%,i,9,-2%,28,-8%,12%,4%,Spn PMK inh pilot replicates=4.5;MK inhibit pilot replicates=4.0;DPM-DC inhibit pilot screen %=8.0
O=C(CN(C(=O)C1CSC(=O)C1)c1ccccc1F)NCc1ccc2c(c1)OCO2 (stereo not drawn),-8%,0%,i,21,-9%,0,.,0%,12%,
O=C(CCCC1=NS(=O)(=O)c2ccccc2N1)N1CCN(c2ccccc2)CC1,0%,0%,i,12,5%,1,.,0%,10%,
CC(=O)C1=C(O)C(=O)N(c2ccc(C(=O)O)cc2)C1c1ccccc1 (stereo not drawn),9%,-1%,i,0,-9%,0,-4%,-1%,9%,Spn PMK inh pilot replicates=0.5;MK inhibit pilot replicates=0.0;DPM-DC inhibit pilot screen %=3.5
C/C=C/c1ccccc1OCc1ccc(C(=O)O)o1,-4%,-2%,i,11,-18%,0,.,-10%,8%,
CC(Oc1ccc(Cl)cc1Cl)C(=O)NCCCn1ccnc1 (stereo not drawn),-10%,-1%,i,23,3%,0,11%,-2%,7%,
Cc1ccc(-c2nnn(CC(=O)N(c3ccc(F)cc3)C(C(=O)NC3CCCC3)c3ccco3)n2)o1 (stereo not drawn),2%,-13%,i,0,-19%,8,4%,-14%,8%,
CC(C)OC(=O)C1C(=O)CC(C)(O)C(C(=O)OC(C)C)C1c1cccc(O)c1 (stereo not drawn),7%,0%,i,6,-7%,0,-17%,-3%,3%,
COc1ccc(C(C#N)Nc2ccccc2OC)cc1 (stereo not drawn),7%,-4%,i,20,-3%,16,-10%,-5%,-1%,
CCCCn1c(NCCN(C)C)nc2c1c(=O)[nH]c(=O)n2C,6%,-1%,i,1,-17%,0,.,-7%,-1%,
O=C(COC(=O)c1ccccn1)Nc1ncc(C(F)(F)F)cc1Cl,2%,-3%,i,9,5%,8,8%,-1%,10%,
O=C(NCc1ccc(F)cc1)C1CCC(=O)N1C1CCCCC1 (stereo not drawn),6%,1%,i,24,-14%,3,10%,-11%,-10%,
CCC(C)C(NC(=O)c1ccc(Cl)cc1)C(=O)O (stereo not drawn),-4%,3%,i,8,-7%,0,-4%,-8%,7%,
COc1ccc(C2CC(c3ccc(OC)cc3)n3nc(N)nc3N2)cc1 (stereo not drawn),8%,-3%,i,7,-3%,4,-13%,-6%,5%,Spn PMK inh pilot replicates=1.5;MK inhibit pilot replicates=0.0;DPM-DC inhibit pilot screen %=0.5
CC(C)C(NC(=O)c1ccc(S(=O)(=O)N2CCOCC2)cc1)c1nc2ccccc2[nH]1 (stereo not drawn),-1%,-1%,i,0,-14%,4,.,-11%,9%,Spn PMK inh pilot replicates=0.5;MK inhibit pilot replicates=0.5;DPM-DC inhibit pilot screen %=1.5

# This is a random part of the collection; overall some 3.5% were active at least once.
